Compound activity deposited in PubChem BioAssay by The Scripps Research Institute Molecular Screening Center.
M1 PAM parental: nonselective calcium activators in parental CHO-K1 cells, primary screen, counter-screen for M1 PAM project, cell-based, Fluo-8 calcium fluorescence, full deck, 1536-well | ATP EC20; 0% at ATP EC20, 100% at ATP max | activation, % at 3 µM | 360,000 compounds, 0.02% hits | AID 602247, 2012;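 active = activation above the run cutoff, the mean activation of all test compounds plus 3 SD, cut at about 40% in these data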;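 also: peak over basal fluorescence ratio in a 140 s read after ATP addition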
CHO-K1 Ca antag: counter-screen for M1 antagonists: effect in parental CHO-K1 cells; ATP-induced calcium, Fluo-8 fluorescence; inhibition, % at 3 µM; 360,000 compounds, 0.6% hits;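 active = inhibition above a per-plate cutoff, the plate's mean sample inhibition plus 3 SD, cut at about 24% in these data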;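 also: 0% = DMSO plus EC80 ATP and 100% = DMSO alone without ATP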
TAAR1 antagonist: human TAAR1 antagonists, primary screen, Fluo-8 calcium fluorescence, CHO RD-HGA16 cells | Trace amine-associated receptor 1 (Homo sapiens), Q96RJ0 | antagonist | inhibition, % at 3 µM | 360,000 compounds, 1.5% hits;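 active = inhibition above a per-plate cutoff, the mean inhibition of test compounds on that plate plus 3 SD, cut at about 49% in these data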;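 also: 0% = DMSO plus EC80 beta-PEA response and 100% = DMSO alone without agonist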
Target sequence (Q96RJ0 whole entry, looked up): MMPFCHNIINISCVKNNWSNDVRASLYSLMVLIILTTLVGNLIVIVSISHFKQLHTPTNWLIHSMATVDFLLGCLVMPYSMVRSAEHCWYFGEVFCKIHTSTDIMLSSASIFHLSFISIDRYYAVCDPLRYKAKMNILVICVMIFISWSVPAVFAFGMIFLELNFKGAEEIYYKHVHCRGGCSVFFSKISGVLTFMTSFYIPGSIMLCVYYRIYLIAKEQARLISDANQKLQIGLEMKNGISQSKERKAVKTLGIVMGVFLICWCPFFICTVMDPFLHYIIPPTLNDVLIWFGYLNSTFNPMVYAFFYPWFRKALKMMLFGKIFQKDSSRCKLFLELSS
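Test system: hTAAR1-expressing CHO RD-HGA16 cells, Gα16-coupled; Probe or stimulus: EC80 β-phenethylamine stimulus; Compound dosing: single nominal final test compound concentration of 3 µM; Timing: 140 s kinetic read after compound, 140 s after agonist; Signal: Fluo-8 calcium-sensitive fluorescence; Measure: % inhibition of agonist calcium response; Controls: DMSO and EC80 PEA controls.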
CHO parental Ca: ATP-evoked calcium signal inhibitors, parental CHO, primary screen, counter-screen for OX1R antagonist project, cell-based, fluorescence, Fluo-8 calcium dye | 330,000 compounds, 0.63% hits | inhibition, % at 5.6 µM | parental CHO-K1, ATP-induced calcium, Fluo-8 fluorescence;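 active = inhibition above that plate's mean sample inhibition plus 3 SD, cut at about 26% in these data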;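 also: 0% = ATP-challenged DMSO wells and 100% = DMSO wells without ATP; some compounds past the cut are filed as inactive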
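Test system: untransfected parental CHO cell line; also added: ATP stimulus; dosing: 5.6 µM, single dose; signal: calcium-sensitive Fluo-8 fluorescence; measure: percent inhibition of ATP-evoked calcium rise, normalized to controls; benchmarks: low control ATP plus DMSO, high control DMSO only; replication: one well per compound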
M1 antag: human M1 muscarinic receptor antagonists, primary screen, CHO-K1 cells, Fluo-8 calcium fluorescence, 1536-well; Muscarinic acetylcholine receptor M1 (Homo sapiens), P11229; CHO-K1 hM1, ACh EC80 antagonist; inhibition, % at 3 µM; 360,000 compounds, 1.3% hits; AID 588852, 2011;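 active = percent inhibition above its own plate's cutoff, namely the mean of that plate's compound wells plus 3 SD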;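 also: peak over basal fluorescence ratio during 140 s after agonist addition; 0% = ACh EC80 plus DMSO and 100% = DMSO alone without agonist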
Target sequence (P11229 whole entry, looked up): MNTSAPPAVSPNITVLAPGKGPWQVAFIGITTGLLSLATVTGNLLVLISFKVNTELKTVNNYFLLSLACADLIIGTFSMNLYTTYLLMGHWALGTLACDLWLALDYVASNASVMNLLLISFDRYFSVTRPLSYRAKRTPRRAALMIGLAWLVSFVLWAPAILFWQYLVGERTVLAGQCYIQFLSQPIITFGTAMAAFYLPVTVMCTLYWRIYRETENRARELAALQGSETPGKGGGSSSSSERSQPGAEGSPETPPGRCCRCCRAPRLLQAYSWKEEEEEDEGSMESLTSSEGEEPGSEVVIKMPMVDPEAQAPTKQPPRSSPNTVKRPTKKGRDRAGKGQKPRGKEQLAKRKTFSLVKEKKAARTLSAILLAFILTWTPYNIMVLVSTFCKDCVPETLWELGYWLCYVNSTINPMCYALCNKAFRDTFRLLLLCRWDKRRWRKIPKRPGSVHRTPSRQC
M1 PAM: human M1 muscarinic receptor positive allosteric modulators, primary screen, CHO-K1 cells, Fluo-8 calcium fluorescence, 1536-well. Muscarinic acetylcholine receptor M1 (Homo sapiens), P11229. CHO-K1 hM1, ACh EC20; 0% = ACh EC20, 100% = maximal ACh. activation, % at 3 µM. 360,000 compounds, 0.088% hits. AID 588819, 2011; in the data active = activation above about 19%, passing the limit was not always enough
CHRM1 agonist: human M1 muscarinic receptor agonists, primary screen, Fluo-8 calcium fluorescence, CHO-K1 cells, HTS | AID 588814, 2011 | activation, % at 3 µM | CHO-K1 hM1, agonist mode; 0% DMSO, 100% acetylcholine EC100 | Muscarinic acetylcholine receptor M1 (Homo sapiens), P11229 | 360,000 compounds, 0.33% hits;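 active = activation above the run's mean compound activation plus 3 SD, cut at about 16% in these data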;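 also: peak over basal fluorescence ratio within a 140 s kinetic read after compound addition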
TAAR1 agonist: human TAAR1 agonists, primary screen, Fluo-8 calcium fluorescence, CHO RD-HGA16 cells; AID 624467, 2012; activation, % at 3 µM; 360,000 compounds, 0.99% hits; vehicle wells 0%, saturating PEA agonist 100%; Trace amine-associated receptor 1 (Homo sapiens), Q96RJ0;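 active = activation above the mean activation of all test compounds in the run plus 3 SD, cut at about 38% in these data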
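System: CHO-derived RD-HGA16 cells with stable Gα16 and human TAAR1. Times: 17-24 h plating, Fluo-8 75 min 37 °C, 30 min RT. Measured by: calcium-sensitive Fluo-8 signal, excitation 470-495, emission 515-575 nm. Read-out basis: % activation relative to PEA EC100 response. Control set: DMSO and PEA EC100. Repeats: no replicates (n 1).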
M1 ag parental: counter-screen for M1 agonists: effect in parental CHO-K1 cells; Fluo-8 calcium fluorescence; scaled to maximal ATP response, vehicle zero; activation, % at 3 µM; 360,000 compounds, 0.48% hits; in the data active = activation above about 15%;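 also: untransfected CHO-K1 host cells lacking M1 receptor as counterscreen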
Starred values were filed as active, the others as inactive; x = not tested or not shown.

Short forms: A = M1 PAM parental; B = CHO-K1 Ca antag; C = TAAR1 antagonist; D = CHO parental Ca; E = M1 antag; F = M1 PAM; G = CHRM1 agonist; H = TAAR1 agonist; I = M1 ag parental
Cc1ccc(NC(=O)C2CCCN(C(=O)NCc3ccccc3)C2)c(C)c1 (stereo not given)
  A = 5; B = -17; C = 1; D = -14; E = -17; F = 14; G = -5; H = 2; I = -0.4

Cc1ccc(S(=O)c2ccc([N+](=O)[O-])c3nonc23)cc1 (stereo not given)
  A = 5; B = 18; C = 13; D = x; E = 2; F = 8; G = 7; H = 21; I = 7.5

Cc1nnc(N2C(=O)C(=O)/C(=C(/O)c3ccc4c(c3)CC(C)O4)C2c2ccccc2F)s1 (stereo not given)
  A = 17; B = -6; C = -43; D = -6; E = -12; F = 14; G = 1; H = -1; I = 8.3

COc1ccccc1C1CCN(C(=O)c2ccccc2)CC1
  A = -5; B = -14; C = -3; D = -14; E = 13; F = -5; G = -6; H = 1; I = 0.9

N/C(CN1CCCC1=O)=N\OC(=O)c1ccccc1Cl
  A = 8; B = -1; C = -13; D = 5; E = -7; F = 7; G = -4; H = 3; I = 0.1

O=C1CCC(=O)N(c2ccccc2)N1
  A = 4; B = -7; C = 2; D = 1; E = -13; F = 11; G = -2; H = 0; I = 1.2

c1ccc(-c2sc3ccccc3c2-c2ccc(OCCN3CCOCC3)cc2)cc1
  A = -5; B = 1; C = x; D = -21; E = 3; F = -2; G = -5; H = x; I = 0.1

CC(Sc1nnnn1C)C(=O)Nc1ccccc1-c1ccccc1 (stereo not given)
  A = -9; B = 2; C = -8; D = -11; E = -15; F = 13; G = 0; H = 7; I = 0.0

CC(C)(C)NC(=O)Cn1c(=O)oc2ccc(Cl)cc21
  A = 28; B = -10; C = 5; D = 21; E = -8; F = 6; G = 0; H = 1; I = 0.2

N#CCC(=O)Nc1ccc(C(=O)OCC(=O)NC2CCCc3ccccc32)cc1 (stereo not given)
  A = -4; B = -19; C = -3; D = 4; E = -5; F = -1; G = -2; H = 2; I = 0.3

Cc1ccc(CNC(=O)CC2C(=O)Nc3c2c(=O)n(C)c(=O)n3Cc2ccccc2)cc1 (stereo not given)
  A = -2; B = -4; C = -13; D = -12; E = -23; F = 0; G = -3; H = 0; I = -0.1

CCCCN1C(=O)NC(c2cccc([N+](=O)[O-])c2)C(C(=O)OCC)=C1C (stereo not given)
  A = 13; B = -7; C = -1; D = -16; E = 10; F = -9; G = -7; H = 4; I = 3.7

CCC(CO)Oc1cc(NC(=O)c2cccc3ccccc23)c2ncn(C(C)C)c2c1 (stereo not given)
  A = 3; B = -3; C = 39; D = -29; E = -13; F = 7; G = 1; H = 12; I = 0.4

Cc1ccc(CSc2nnc(-c3ccco3)o2)cc1
  A = 8; B = -1; C = 2; D = 5; E = -15; F = 4; G = -6; H = 13; I = 0.1

COc1ccccc1NCCC(=O)OCC(=O)Nc1cccc(S(=O)(=O)N(C)C)c1
  A = -8; B = 1; C = -9; D = -23; E = 4; F = -2; G = -4; H = 3; I = 2.1

CCCS(=O)(=O)Nc1ccc(N2CCCCC2)c(S(=O)(=O)Nc2ccccc2OC)c1
  A = 18; B = -6; C = -3; D = x; E = 0; F = -2; G = -2; H = 3; I = 1.4

CC1Cc2cc(/C(O)=C3/C(=O)C(=O)N(CCCn4ccnc4)C3c3cccnc3)ccc2O1 (stereo not given)
  A = 14; B = -7; C = -1; D = 5; E = -14; F = 7; G = -5; H = 1; I = 0.5

COCCNC(=O)C1CCCN(Cc2ccc(C#N)cc2)CC1 (stereo not given)
  A = 7; B = -8; C = 10; D = x; E = -3; F = 0; G = -7; H = 1; I = 0.3

CCOC(=O)NC(=O)CSc1nc2ccccc2[nH]1
  A = -2; B = -4; C = -8; D = -4; E = -6; F = 6; G = -8; H = 2; I = 0.2

CCOC(=O)C1=C(N)OC2=C(C(=O)CC(C)(C)C2)C1c1cccnc1 (stereo not given)
  A = 14; B = 2; C = 2; D = -18; E = -8; F = 8; G = -4; H = 11; I = 0.8

CCOc1ccccc1COC(=O)c1cccc(-n2cnnn2)c1
  A = 15; B = -11; C = 1; D = 1; E = -8; F = 3; G = -5; H = 1; I = 0.1

CCCn1nc(NC(=O)COC)c2cc3cc(C)ccc3nc21
  A = 8; B = -4; C = x; D = x; E = -26; F = 27; G = 0; H = x; I = -0.9

COC(=O)[C@@]1(Cc2ccc(OC)cc2)[C@H]2c3cc(C(=O)N4CCCC4)n(Cc4ccc(S(C)(=O)=O)cc4)c3C[C@H]2CN1C(=O)c1ccccc1
  A = -6; B = 13; C = -14; D = x; E = x; F = x; G = x; H = 17; I = 2.3

CCOc1ccc(CCNC(=O)c2ccc(F)c(S(=O)(=O)N3CCOCC3)c2)cc1OCC
  A = 18; B = -9; C = 3; D = -30; E = -12; F = 14; G = -2; H = 0; I = 1.5

CC[C@@H](C)[C@H](NS(=O)(=O)c1ccc(C)cc1)C(=O)N1CCC(C(=O)NCC(=O)O)CC1
  A = 0; B = -6; C = -15; D = -9; E = -4; F = 4; G = -3; H = 1; I = 0.0

Additional compounds.
Short forms: A = M1 PAM parental; B = CHO-K1 Ca antag; C = TAAR1 antagonist; D = CHO parental Ca; E = M1 antag; F = M1 PAM; G = CHRM1 agonist; H = TAAR1 agonist; I = M1 ag parental
COC(=O)c1sc2nc(SCc3ccccc3C#N)n(N)c(=O)c2c1C
  A = 27; B = -8; C = 2; D = -8; E = -5; F = 8; G = -5; H = 3; I = 0.5

C=CCS/C(N)=N\N=C\c1c(O)ccc2ccccc12
  A = 13; B = -16; C = 14; D = 14; E = -8; F = 4; G = -2; H = -4; I = 1.8

O=C(c1cc(COc2ccc(F)cc2Cl)on1)N1CCCCCCC1
  A = 22; B = 2; C = -11; D = -21; E = -4; F = 6; G = -4; H = 5; I = 1.7

COc1cc(OC)cc(C(=O)NCCC(=O)NCCc2ccc(OC)c(OC)c2)c1
  A = 9; B = -1; C = 10; D = 3; E = -10; F = 3; G = -7; H = 3; I = 0.5

Cc1n[nH]c(C)c1C(=O)CC1(O)C(=O)N(CCc2ccccc2)c2ccc(Cl)cc21 (stereo not given)
  A = -2; B = 11; C = 20; D = -10; E = -27; F = 4; G = 1; H = 12; I = 1.3

COc1ccccc1NC(=O)N1CCC(NC(=O)C2CCCCC2)CC1
  A = 14; B = -13; C = -5; D = -9; E = -10; F = 3; G = -4; H = -2; I = 1.6

COc1ccc(C(=O)N/N=C/c2ccccc2C(=O)O)cc1OC
  A = 12; B = -12; C = -7; D = 0; E = -26; F = 12; G = 0; H = 1; I = 0.0

COC(=O)CN(CCc1ccccc1)S(=O)(=O)c1ccc(OC)c(OC)c1
  A = -15; B = -12; C = -14; D = 0; E = -11; F = 3; G = -3; H = 7; I = 0.4

Cc1ccc(S(=O)(=O)c2nc(C)c3c(n2)CCC3)cc1
  A = 13; B = -4; C = -25; D = -16; E = -9; F = 6; G = 3; H = -3; I = 0.8

Fc1cccc(CSc2nc3ncccc3[nH]2)c1
  A = 6; B = -1; C = 3; D = -9; E = 16; F = -6; G = -2; H = 10; I = 0.5

Fc1ccc(-c2ccnc3nc(-n4cccc4)nn23)cc1
  A = 26; B = -18; C = 3; D = -14; E = -4; F = 7; G = -6; H = 9; I = -0.9

CN1C(=O)/C(=C/c2cn(CC(=O)N3CCCCC3)c3ccccc23)NC1=S
  A = 6; B = 2; C = -5; D = x; E = -10; F = 10; G = -3; H = 2; I = 0.8

NNC(=O)c1ccc(O)cc1O
  A = 20; B = -2; C = 11; D = -11; E = -4; F = 5; G = -5; H = 0; I = 1.1

CCOC(=O)CC1Sc2ccccc2NC1=S (stereo not given)
  A = 13; B = -2; C = -8; D = -5; E = -1; F = 4; G = 0; H = 6; I = 0.4

Cc1ccc(NC(=O)COc2ccc(C(=O)c3ccccc3)cc2)c(O)c1
  A = -11; B = 12; C = 22; D = 13; E = 26; F = -12; G = 0; H = 2; I = 14

O=C1C(=O)N(CCN2CCOCC2)C(c2cccc(Cl)c2)/C1=C(\O)c1ccc2c(c1)OCCO2 (stereo not given)
  A = -1; B = -10; C = -17; D = -15; E = -3; F = 2; G = -3; H = 1; I = 1.4

CC(C)[C@@H](N)C(=O)N/N=C/c1ccc2nccnc2c1
  A = 4; B = -2; C = -17; D = -20; E = -22; F = 12; G = -2; H = 1; I = -0.2

Cc1cc(C)n2nc(SC(C)C(=O)N3CCCC3)nc2n1 (stereo not given)
  A = -1; B = -5; C = -7; D = x; E = -8; F = 12; G = 0; H = 0; I = -0.1

O=Cc1ccc(-c2ccccc2C(=O)O)o1
  A = -19; B = 29*; C = -12; D = -1; E = 5; F = 11; G = 0; H = 8; I = -0.6

C=CCOc1ccc(C2/C(=C(\O)c3ccc(F)cc3)C(=O)C(=O)N2CCCN(C)C)cc1 (stereo not given)
  A = 14; B = -9; C = -8; D = -17; E = -19; F = 3; G = -3; H = 3; I = 0.0

Cc1c(C#N)c(NC(=O)C(C)C)n(Cc2ccccc2)c1C
  A = -6; B = -9; C = 8; D = -12; E = 3; F = 0; G = -2; H = 0; I = 0.5

CCOc1ccccc1NS(=O)(=O)c1cccs1
  A = 1; B = -3; C = -2; D = -3; E = 0; F = -1; G = -3; H = 2; I = 0.0

CCc1c(C(=O)Nc2ncn(Cc3cccc(C)c3)n2)csc1C
  A = 18; B = -7; C = -9; D = -18; E = 19; F = -8; G = -5; H = 5; I = 0.1

COCCNC(=S)N/N=C(\C)c1ccccc1O
  A = 6; B = -5; C = -20; D = -3; E = -2; F = 14; G = -4; H = 5; I = 0.3

Cc1ccc(S(=O)(=O)N2CCCCC2)cc1C(=O)N1CCN(CCO)CC1
  A = 17; B = -18; C = -14; D = -5; E = 1; F = 5; G = -2; H = 21; I = 0.2

COc1cccc2c(O)cc(=O)n(C)c12
  A = 8; B = -8; C = -14; D = -2; E = -3; F = 2; G = -4; H = 1; I = -0.1

O=Cc1ccc(Sc2ncccn2)o1
  A = 11; B = -4; C = -6; D = x; E = 5; F = -1; G = -3; H = 0; I = 12

Random draw from the library. About 4.4% of those tested had a hit in this group.
